AMA1-RON2 inh: AMA1-RON2 (P. falciparum) interaction inhibition; 0.2% of 360,000 active; AID 720542; Potency, µM (doses to about 58.2 µM), inactives show at the highest dose activity change, negative = inhibition, actives largely listed as inhibitors; AlphaScreen AMA1-biotinylated RON2 peptide binding;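 note: potency is the fitted concentration of half-maximal effect; 0% = vehicle wells and -100% = peptide control; nearly all actives have a fitted effect of over 45% in size; some results filed as inactive show a strong effect at the top dose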
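AMA1 (3D7) with his tag at 25 nM final met compounds first, then biotinylated RON2 peptide at 25 nM; detection used donor plus acceptor beads, 10 µg/mL apiece, read by AlphaScreen after 30 min at room temperature.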
AmpC inh no detg: AmpC beta-lactamase inhibition without detergent. AmpC nitrocefin hydrolysis, absorbance 480 nm, 0.0001% Triton. Potency, µM (series often up to 57.1 µM), without a hit: at the highest dose activity change, negative = inhibition, actives largely listed as inhibitors. 0.52% of 330,000 active. AID 485341;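 note: potency is the fitted concentration of half-maximal effect; plate controls were no compound for no effect and no enzyme for full effect; nearly all actives have a fitted effect of over 20% in size; some results filed as inactive show a strong effect at the top dose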
Target sequence (P00811 whole entry, looked up): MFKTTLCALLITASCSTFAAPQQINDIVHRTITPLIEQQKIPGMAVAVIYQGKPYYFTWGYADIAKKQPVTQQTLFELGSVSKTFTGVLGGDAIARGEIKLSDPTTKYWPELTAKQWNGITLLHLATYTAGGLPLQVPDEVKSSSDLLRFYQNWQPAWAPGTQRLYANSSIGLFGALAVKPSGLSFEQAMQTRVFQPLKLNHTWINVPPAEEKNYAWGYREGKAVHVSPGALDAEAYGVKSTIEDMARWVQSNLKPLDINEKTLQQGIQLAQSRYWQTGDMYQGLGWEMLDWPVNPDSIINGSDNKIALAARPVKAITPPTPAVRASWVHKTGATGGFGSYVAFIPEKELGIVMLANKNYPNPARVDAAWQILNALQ
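AmpC (5.3 nM in the dispensed reagent) in 20 mM phosphate pH 7.0 with 0.01% (detergent screen) or 0.0001% Triton X-100 was preincubated with compounds for 15 min at room temperature. Nitrocefin was then added from an 800 uM solution, and hydrolysis was followed at 480 nm.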
LmPK inh: blocks Leishmania mexicana pyruvate kinase activity; purified LmPK, Kinase-Glo ATP luminescence, 1 h; AID 1721; Potency, µM (titrated, usually from 57.5 µM), for inactives: at the highest dose activity change, negative = inhibition, hits mostly inhibitors; 0.37% of 290,000 active; note: potency is the fitted concentration of half-maximal effect
Target sequence (Q27686 whole entry, looked up): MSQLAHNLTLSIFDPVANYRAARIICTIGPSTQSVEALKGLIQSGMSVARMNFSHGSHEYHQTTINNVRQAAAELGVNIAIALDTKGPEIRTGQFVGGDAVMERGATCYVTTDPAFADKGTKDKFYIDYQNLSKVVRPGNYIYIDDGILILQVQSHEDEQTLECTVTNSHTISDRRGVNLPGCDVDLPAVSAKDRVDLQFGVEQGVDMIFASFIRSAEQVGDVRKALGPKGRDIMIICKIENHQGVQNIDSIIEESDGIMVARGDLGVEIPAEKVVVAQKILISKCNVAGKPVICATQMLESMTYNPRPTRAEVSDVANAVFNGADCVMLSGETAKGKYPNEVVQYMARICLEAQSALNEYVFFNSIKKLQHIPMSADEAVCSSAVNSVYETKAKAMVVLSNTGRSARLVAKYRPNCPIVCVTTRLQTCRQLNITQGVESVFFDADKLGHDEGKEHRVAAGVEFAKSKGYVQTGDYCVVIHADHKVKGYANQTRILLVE
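0.1 nM LmPK, 0.5 mM PEP, 0.1 mM ADP; 50 mM imidazole pH 7.2, 7 mM MgCl2, 50 mM KCl; 1 h RT. Kinase-Glo luminescence readout, normalized to no-enzyme (full inhibition) and uninhibited wells.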
HCV inh: HCV inhibition; Huh7.5.1 HCVcc-Cre infection, luciferase reporter, 44 h; 3.4% of 340,000 active; AID 651820; Potency, µM (series often up to 41.8 µM), inactives show at the top dose activity change, negative = inhibition, actives largely listed as inhibitors; note: potency is the fitted concentration of half-maximal effect
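Cells seeded at 1,000/well and cultured 4 h, then compounds added followed by HCVcc-Cre virus (~0.5 moi). After 44 h further culture, luciferase substrate was added, plates held 15 min at room temperature, and luminescence read for 15 sec.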
HCMV inh: inhibitors of human cytomegalovirus; HFF cells, HCMV-luciferase reporter, 72 h; stronger effect = lower value; activity change, negative = inhibition, % at 57.5 µM; 4.5% of 410,000 active; AID 1259415; in the data active = activity change below about -60%; inconclusive = no clear call, values can overlap the other calls; inactive = above about -39%
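Compounds were evaluated in HFFs infected with an HCMV luciferase reporter virus (MOI 1 PFU/cell). Luciferase in lysates collected 72 h post infection served as the replication measure.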
AmpC detergent: inhibitors of E. coli AmpC beta-lactamase with detergent; P00811; AmpC hydrolysis of nitrocefin, absorbance 480 nm, 0.01% Triton; Potency, µM (highest dose often 114 µM), without a hit: at the highest dose activity change, negative = inhibition, actives largely listed as inhibitors; 0.041% of 370,000 active;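 note: potency is the fitted concentration of half-maximal effect; 0% = no-compound wells and -100% = no-enzyme wells; nearly all actives have a fitted effect of over 25% in size; some results filed as inactive show a strong effect at the top dose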
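20 mM phosphate pH 7.0 + 0.01% (detergent screen) or 0.0001% Triton X-100; 5.3 nM AmpC reagent; cpd preinc 15 min RT; nitrocefin (800 uM stock) to start; A480 q20 s × 4 min; Activity was normalised to no-enzyme and no-compound control wells.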
TbPYK inhibitor: blocks Trypanosoma brucei pyruvate kinase; Q57TT1; TbPYK enzyme, Kinase-Glo Plus ATP luminescence, 45 min; Potency, µM (highest dose often 76.8 µM), without a hit: at the top dose activity, negative = inhibition, hits mostly inhibitors; 0.12% of 410,000 active; AID 624173; note: potency is the fitted concentration of half-maximal effect; nearly all actives have a fitted effect of over 50% in size
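Glycolytic pyruvate kinase of T. brucei was incubated with substrate, test compound and 130 uM ADP for 45 minutes at room temperature. Luminescent Kinase-Glo Plus signal was measured after 10 minutes.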
* hit, by the source's call; ? = inconclusive; / = no result given; [ ] = another dose, or the depositor's remark. Unless noted, calls come from the whole dose curve; as a rule, active = well fitted curve in the direction sought with a large enough effect; inconclusive = small, poorly fitted or top-dose-only effect, or another doubt; inactive = no such curve, though single readings can be large; an effect the other way counts as inactive or inconclusive. Unless noted, % is set by controls: 0 for no effect and ±100 for the full control effect.

no.	SMILES	HCMV inh	AmpC detergent	LmPK inh	HCV inh	AMA1-RON2 inh	AmpC inh no detg	TbPYK inhibitor
1	COCCn1c(-c2ccc(C)cc2)nc2oc3cc(OC)ccc3c(=O)c2c1=O	37	2%	-10%	-13%	-7%	37%	1%
2	O=[N+]([O-])c1cccc(-c2nnc(CNC3CC3)o2)c1	15	6%	1%	8%	88%[activator]	-16%	-3%
3	O=C(NCCO)Nc1ccc2nsnc2c1	-19	?	0%	8%	2%	-1%	3%
4	Cc1cc(C)cc(N2CC(c3nc(-c4ccccc4C)no3)CC2=O)c1 (configuration not stated)	3	5%	/	/	/	/	5%
5	CCOC(=O)c1sc2ccccc2c1OC(=O)c1ccccc1OC	-33	-9%	6%	?	33%[activator]	-1%	3%
6	Cc1cccc(Cn2cnc3c(nnn3Cc3ccc(Cl)cc3)c2=O)c1	-12	-3%	1%	4%	35%	-20%	-12%
7	CSCCC1NC(=O)N(CC(=O)Nc2c(C(C)C)cccc2C(C)C)C1=O (configuration not stated)	20	-11%	-1%	3%	-3%	-5%	-1%
8	COc1ccc(CC(N)c2csc(Nc3cnccn3)n2)cc1 (configuration not stated)	-33	/	/	/	69%[activator]	/	0%
9	CCOC(=O)CCP(=O)(O)C(O)c1ccc(OC)cc1 (configuration not stated)	3	-4%	0%	-20%	35%[activator]	-14%	1%
10	CNC(=O)c1c(NC(=O)C2=COCCO2)sc2c1CCCC2	16	0%	1%	?	-4%	52%	-6%
11	COc1ccc(C(=O)OCC(=O)NCC2CCCO2)cc1S(=O)(=O)N1CCCc2ccccc21 (configuration not stated)	-20	2%	0%	13%	14%	125%[activator]	4%
12	O=C(CCCn1c(=O)c2sccc2n(Cc2c(F)cccc2Cl)c1=O)NCc1ccccc1	4	12%	/	/	/	/	-1%
13	Nc1ccc(N=Nc2ccccc2Cl)c(N)n1	113	-4%	-13%	?	?	-51%	2%
14	N#CCCCN1C(=O)C(=C(C#N)C#N)c2ccccc21	35	5%	6%	14%	5%	-3%	-3%
15	Cc1noc(C)c1COC(=O)CCc1ccc(S(=O)(=O)N2CCCCC2)cc1	27	-13%	-1%	4%	10%	30%	2%
16	CCN1CCN(CCCNC(=O)c2ccc3nc(Cc4ccccc4)oc3c2)CC1	-8	24%	/	/	/	/	-2%
17	COc1cccc(C(=O)NCC2OCCc3ccccc32)c1 (configuration not stated)	43	26%	/	/	/	/	2%
18	Cc1ccccc1N1CC(C(=O)Nc2ccncc2)CC1=O (configuration not stated)	-40	?	/	32%[activator]	5%	-14%	1%
19	COC(=O)N(C)c1ccccc1C(=O)N1CCOCC1	22	3%	3%	15%	22%	-16%	-3%
20	O=C(c1cc(S(=O)(=O)N2CCOCC2)ccc1F)N1CCc2ccccc21	-12	/	/	?	12%	15%	7%
21	Cc1cc(=O)[nH]c(NN=C(CC(C)C)CC(C)C)n1	-35	-9%	-3%	1%	76%[activator]	-22%	-4%
22	COc1ccc(/C=C(\NC(=O)c2ccccc2)C(=O)N/N=C/c2sccc2C)cc1	12	-12%	-2%	?	7%	-24%	5%
23	CC(C)(C)NC(=O)C(=O)NN=C1CCCCCCCCCCC1	155	3%	10%	-2%	-26%	-13%	1%
24	CCOC(OCC)c1cn(Cc2ccc(C(=O)c3ccccc3)cc2)nn1	-29	-16%	1%	?	-4%	9%	-3%
25	O=S(=O)(c1ccc(C2CCCCC2)cc1)N1CCCC1	3	-9%	0%	0%	17%	2%	6%
26	O=C(CSc1nc(=O)n2ccccc2n1)NC1CCCCC1	-32	?	/	-9%	-8%	-11%	23%
27	CCCNCc1cc(OCC)c(OCC(=O)Nc2ccccc2)cc1Br	-27	-1%	0%	?	-3%	-4%	-2%
28	CCN(CC)S(=O)(=O)c1ccc2nc(NC(=O)c3ccco3)sc2c1	-13	-4%	2%	-3%	10%	-54%	-2%
29	COc1cc(/C=C(/C)[N+](=O)[O-])ccc1OCc1ccccc1Cl	/	-13%	1%	?	?	-25%	-18%
30	CCCCNC(=O)Nc1ncn[nH]1	0	?	-2%	22%	-8%	-16%	5%
31	Cc1ccc(SC(C)C(=O)NCC(C)C)cc1 (configuration not stated)	14	?	-7%	11%	1%	0%	0%
32	COc1ccc(OCC(=O)Nc2ccc(S(=O)(=O)N3CCOCC3)cc2)cc1	5	?	7%	-10%	15%	-32%	-6%
33	COc1ccc(CCCc2nnc(SCC(=O)N/N=C\c3ccc(O)c(OC)c3)o2)cc1C	27	-15%	-6%	?	5%	-44%	-6%
34	Cc1ccccc1C(=O)NNC(=S)NC(=O)COc1ccccc1	12	2%	-7%	5%	8%	-27%	-41%
35	CCN1N=C(c2ccccc2)CCC1=O	-24	-14%	-1%	18%	-4%	-12%	-9%
36	CCn1cc(C=C2C(=O)NC(=O)NC2=O)c2ccccc21	17	-7%	0%	?	-18%	-1%	-11%
37	Cc1sc2nc(C)n(/N=C/N(C)C)c(=O)c2c1C	11	2%	-3%	19%	-9%	-15%	2%
38	COc1ccc(-n2c(=O)[nH]cc(C(=O)N3CCCc4ccccc43)c2=O)cc1	22	-9%	-1%	5%	0%	-1%	0%
39	Cc1c(C)n(Cc2ccccc2)c2ccc(C(=O)NCCN3CCOCC3)cc12	-28	-10%	-6%	-11%	-9%	153%[activator]	-7%
40	O=C(Cn1ncc2c([nH]c3ccccc32)c1=O)Nc1cccc(C(F)(F)F)c1	3	12%	/	/	/	/	0%
41	COc1ccccc1/C=C(/CC(=O)NCc1ccccc1)c1nc2ccccc2s1	-21	1%	-4%	?	0%	-17%	-5%
42	Cc1ccccc1C(=O)NNC(=O)c1ccoc1C	69	5%	-16%	10%	-3%	-5%	0%
43	CSCC[C@H](NC(=O)N1CCn2c1nc1ccccc12)C(=O)NCc1ccco1	32	-4%	6%	-6%	83%[activator]	40%	-3%
44	COc1ccc(CNC(=O)C(C)OC(=O)CCN2C(=O)C3CC=CCC3C2=O)cc1 (configuration not stated)	-4	?	/	-5%	1%	-9%	-1%
45	COc1ccccc1CN1CCNC(=O)C1CC(=O)NCC1CCOCC1 (configuration not stated)	-1	-3%	-6%	-12%	11%	8%	0%
46	N#CCc1ccc(OC(=O)c2cccnc2Cl)cc1	7	/	/	14%	-3%	/	-3%
47	O=C(Oc1cccc([N+](=O)[O-])c1)N1CCCCC1	-16	-5%	-2%	-14%	-2%	-2%	-1%
48	CCc1ccc(S(=O)(=O)/N=C2\C=C(Nc3ccc(C(=O)O)cc3)C(=O)c3ccccc32)cc1	-98*	-13%	-7%	?	?	-33%	-12%
49	COC(=O)c1ccc(C(=O)N2CCCC(Nc3ccc(C(C)C)cc3)C2)nc1 (configuration not stated)	0	-3%	-5%	-4%	9%	147%[activator]	24%
50	Cc1sc(NC(=O)CSc2nnc3scc(-c4ccccc4)n23)c(C#N)c1C	-6	?	1%	?	-7%	-26%	-2%
51	O=C(Nc1cccc2ccccc12)/C(=C/c1ccc([N+](=O)[O-])cc1)NC(=O)c1ccccc1	30	-5%	1%	?	-10%	-30%	4%
52	COc1ccc(N(C)S(=O)(=O)c2cccc(C(=O)OCC(=O)N3CC(C)CC(C)C3)c2)cc1 (configuration not stated)	-36	/	/	?	-11%	54%	1%
53	Cc1cc(-n2c(C)cc(C(=O)CN3C(=O)NC4(CCCCCC4)C3=O)c2C)no1	24	?	-4%	-19%	-4%	28%	3%
54	CC(C)(C)OC(=O)NCC1CCC(C(=O)NC[C@H](CC(=O)O)c2ccc(Cl)cc2)CC1 (some centres not stated)	5	-8%	-2%	15%	27%	-4%	5%
55	CCOC(=O)C1(CCOC)CCN(Cc2nc(C(C)C)cs2)CC1	-13	6%	3%	-5%	-17%	57%	2%
56	O=c1oc(Cl)c(Cl)c2ccccc12	?	-14%	/	-4%	?	-17%	-5%
57	Cc1ccc(C2NC(=NCc3ccccc3)Nc3nc(C)cc(=O)n32)cc1 (configuration not stated)	-18	2%	0%	-14%	20%	-24%	11%
58	Cc1sc(NC(=O)CN(Cc2ccccc2)C(=O)C(C)C)c(C(N)=O)c1C	?	-1%	3%	?	-3%	-13%	2%
59	Cc1ccc(S(=O)(=O)n2nc(OC(=O)c3c(F)cccc3Cl)cc2N)cc1	29	2%	-2%	-18%	-10%	-24%	?
60	CCN(CC(=O)Nc1ccc(OC)cc1)C(=O)c1ccc(Cl)c(S(=O)(=O)N2CCCC2)c1	?	4%	/	-3%	1%	-2%	1%

In another format: entries from further up
39) Cc1c(C)n(Cc2ccccc2)c2ccc(C(=O)NCCN3CCOCC3)cc12
40) O=C(Cn1ncc2c([nH]c3ccccc32)c1=O)Nc1cccc(C(F)(F)F)c1
41) COc1ccccc1/C=C(/CC(=O)NCc1ccccc1)c1nc2ccccc2s1
Compound | 39 | 40 | 41
HCMV inh | -28 | 3 | -21
AmpC detergent | -10% | 12% | 1%
LmPK inh | -6% | / | -4%
HCV inh | -11% | / | ?
AMA1-RON2 inh | -9% | / | 0%
AmpC inh no detg | 153%[activator] | / | -17%
TbPYK inhibitor | -7% | 0% | -5%

Next section.
no.	SMILES	HCMV inh	AmpC detergent	LmPK inh	HCV inh	AMA1-RON2 inh	AmpC inh no detg	TbPYK inhibitor
61	CCN(CC)CCCn1c(=S)[nH]c2cc(C(=O)OC)ccc2c1=O	26	1%	-1%	-1%	0%	-28%	-10%
62	O=C(Cc1cccs1)Nc1ccc(Cl)c(S(=O)(=O)N2CCOCC2)c1	?	-10%	/	?	4%	-30%	2%
63	CC1CN(C(=O)CSc2nc(N)cc(N)n2)CC(C)O1 (configuration not stated)	-14	5%	/	8%	3%	-16%	4%
64	COc1ccc(/C=N/NS(=O)(=O)c2ccc(NC(C)=O)cc2)cc1	-26	3%	0%	-11%	15%	-12%	-5%

Bioassay records (PubChem)
